# Screening data deposited in PubChem BioAssay by National Center for Advancing Translational Sciences (NCATS).
# Apoferritin bind = qHTS Assay for Identification of Novel General Anesthetics; Potency, µM (titrated, usually from 77.5 µM), for the others: at the highest dose activity change, negative = displacement, hits mostly inhibitors; AID 485281, 2010; apoferritin/1-aminoanthracene competitive binding, fluorescence; 350,000 compounds, 0.074% hits; further: potency means the concentration at half of the fitted maximal effect; on the % scale 0 is the no-effect control and ±100 the full control effect; nearly all actives have a fitted effect of over 20% in size
# Target sequence (P02791 2-175 limits assumed): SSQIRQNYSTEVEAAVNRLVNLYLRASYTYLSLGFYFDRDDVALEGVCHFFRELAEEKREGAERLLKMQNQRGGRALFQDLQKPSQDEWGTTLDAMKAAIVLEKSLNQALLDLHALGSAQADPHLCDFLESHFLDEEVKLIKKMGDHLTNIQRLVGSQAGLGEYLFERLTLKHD
#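 Apoferritin-based anesthetic binding model; compound displacement of fluorescent 1-AMA measured as endpoint fluorescence after 10 minutes at room temperature, scaled to free-ligand and complex controls.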
# POLB inh = qHTS Assay for Inhibitors of DNA Polymerase Beta. Pol beta primer extension/strand displacement, fluorescence kinetic. 340,000 compounds, 1.3% hits. Potency, µM (series often up to 114 µM), for inactives: at the highest dose activity change, negative = inhibition, hits mostly inhibitors. AID 485314, 2010; further: potency means the concentration at half of the fitted maximal effect; on the % scale 0 is the no-effect control and ±100 the full control effect
#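 Pol beta (10 nM) and compounds were preincubated 15 min at room temperature, then 50 nM substrate (final) started primer extension/strand displacement. Reads were taken at 0 and 10 min; concentration-response data were fitted to a four-parameter Hill equation.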
# Pol iota inh = qHTS for Inhibitors of Polymerase Iota. 390,000 compounds, 1% hits. Pol iota fluorescent replication assay, 10 min. AID 588590, 2011. Potency, µM (doses to about 115 µM), for inactives: at the highest dose activity, negative = inhibition, usual class: inhibitors. DNA polymerase iota (Homo sapiens), Q9UNA4; further: potency means the concentration at half of the fitted maximal effect
# Target sequence (Q9UNA4 whole entry, looked up): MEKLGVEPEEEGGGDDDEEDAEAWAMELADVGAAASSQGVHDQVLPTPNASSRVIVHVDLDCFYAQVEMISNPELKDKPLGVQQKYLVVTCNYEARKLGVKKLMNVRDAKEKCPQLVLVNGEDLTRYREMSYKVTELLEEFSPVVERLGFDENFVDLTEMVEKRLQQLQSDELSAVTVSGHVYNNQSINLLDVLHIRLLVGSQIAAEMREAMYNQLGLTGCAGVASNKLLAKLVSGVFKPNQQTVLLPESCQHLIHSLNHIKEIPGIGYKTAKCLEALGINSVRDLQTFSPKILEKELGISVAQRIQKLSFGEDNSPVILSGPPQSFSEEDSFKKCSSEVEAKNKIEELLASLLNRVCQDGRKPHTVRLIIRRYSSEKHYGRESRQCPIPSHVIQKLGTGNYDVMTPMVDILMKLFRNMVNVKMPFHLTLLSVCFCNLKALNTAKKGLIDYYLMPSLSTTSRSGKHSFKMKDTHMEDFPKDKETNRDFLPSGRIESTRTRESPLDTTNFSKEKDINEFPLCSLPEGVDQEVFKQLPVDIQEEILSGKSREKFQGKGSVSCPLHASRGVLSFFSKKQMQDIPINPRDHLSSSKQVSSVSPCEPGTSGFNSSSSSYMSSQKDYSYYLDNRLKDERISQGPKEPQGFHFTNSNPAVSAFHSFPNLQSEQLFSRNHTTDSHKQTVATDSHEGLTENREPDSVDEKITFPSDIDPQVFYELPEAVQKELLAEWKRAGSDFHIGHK
#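 Pol iota at 10 nM preincubated 15 min with compounds at room temperature; reaction started with fluorescent substrate, 50 nM final. Fluorescence read kinetically at 0 and 10 min; buffer-only wells as negative control.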
# PGK inhibitor = qHTS Assay to Find Inhibitors of Phosphoglycerate Kinase; Phosphoglycerate kinase, glycosomal (Trypanosoma brucei brucei), P07378; PGK/GAPDH coupled, Kinase-Glo luminescence, 60 min; Potency, µM (top dose mostly 57.5 µM), for the others: at the highest dose activity change, negative = inhibition, hits mostly inhibitors; 380,000 compounds, 0.043% hits; further: potency means the concentration at half of the fitted maximal effect; on the % scale 0 is the no-effect control and ±100 the full control effect; nearly all actives have a fitted effect of over 60% in size
#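 Recombinant glycosomal PGK reaction used 1,3-bisphosphoglycerate generated in-well by GAPDH (100nM final) in 100mM TEA pH 7.6, 5mM MgCl2, 0.01% Tween-20. After 60 minutes at room temperature, ATP was read by Kinase-Glo Plus luminescence end-point.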
# APE1 inh = qHTS Assay for Inhibitors of the Human Apurinic/apyrimidinic Endonuclease 1 (APE1) | DNA repair nuclease/redox regulator APEX1 (Homo sapiens), P27695 | recombinant APE1, TAMRA/BHQ-2 abasic DNA cleavage fluorescence | Potency, µM (doses to about 65.8 µM), for inactives: top-dose activity change, negative = inhibition, actives largely listed as inhibitors | 350,000 compounds, 0.35% hits | AID 2517, 2012;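 further: potency means the concentration at half of the fitted maximal effect; plate controls were vehicle for no effect and reference inhibitor for full effect; nearly all actives have a fitted effect of over 55% in size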
#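 Step 1: APE1 (0.75 nM) with compound, 15 min RT. Step 2: add 50 nM fluorophore/quencher THF duplex. Step 3: three fluorescence reads 60 s apart (525/598 nm); read 3 minus read 1 = reaction progress.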
# RXFP1 antag = qHTS Assay for Antagonists of the Relaxin Receptor RXFP1; HEK293-RXFP1, relaxin-stimulated cAMP HTRF, 30 min; stronger effect = lower value; 350,000 compounds, 0.59% hits; activity change, negative = inhibition, % at 57.5 µM; AID 1259400, 2018;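 active means activity change of -60% or lower, but not beyond a set lower limit; inconclusive means change between -60% and -40%, or beyond the set limit; inactive means change above -40%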; further: on the % scale 0 is the no-effect control and ±100 the full control effect
# BLM helicase inh = qHTS Assay for Inhibitors of Bloom's syndrome helicase (BLM); Potency, µM (titrated, usually from 56.1 µM), for the others: at the highest dose activity change, negative = inhibition, actives largely listed as inhibitors; 350,000 compounds, 0.2% hits; recombinant BLM DNA unwinding, fluorescence dequenching; AID 2528, 2010;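 further: potency means the concentration at half of the fitted maximal effect; plate controls were vehicle for no effect and no enzyme for full effect; nearly all actives have a fitted effect of over 35% in size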
# Pol kappa inh = qHTS for Inhibitors of Polymerase Kappa; Potency, µM (highest dose often 107 µM), for the others: at the top dose activity, negative = inhibition, usual class: inhibitors; AID 588579, 2011; 400,000 compounds, 0.53% hits; purified Pol kappa, fluorescent DNA synthesis assay, 10 min; further: potency means the concentration at half of the fitted maximal effect; on the % scale 0 is the no-effect control and ±100 the full control effect
#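 10 nM Pol kappa was preincubated with compounds for 15 min at room temperature. Reaction started with 50 nM (final) substrate. Fluorescence read kinetically at 0 and 10 min.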
# Pol eta inh = qHTS for Inhibitors of Polymerase Eta; DNA polymerase eta (Homo sapiens), Q9Y253; recombinant Pol eta, fluorescent DNA replication assay; Potency, µM (highest dose often 114 µM), without a hit: at the highest dose activity change, negative = inhibition, hits mostly inhibitors; 390,000 compounds, 1.2% hits; AID 588591, 2011; further: potency means the concentration at half of the fitted maximal effect; on the % scale 0 is the no-effect control and ±100 the full control effect
#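 Pol eta at 10 nM preincubated with compounds 15 min at room temperature; reaction started with fluorescent substrate (50 nM final) and read kinetically at 0 and 10 min.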
# * hit, by the source's call; i = inactive; ? = inconclusive; / = no result given; [ ] = another dose, or the depositor's remark. Unless noted, the call rests on the fitted dose curve; in most records, active means well fitted curve in the direction sought with a large enough effect; inconclusive means small, poorly fitted or top-dose-only effect, or another doubt; inactive means no such curve, though single readings can be large; an effect the other way counts as inactive or inconclusive. This is a subset. The share of hits here may be higher or lower than overall.
nr | POLB inh | APE1 inh | Apoferritin bind | Pol eta inh | RXFP1 antag | Pol kappa inh | BLM helicase inh | Pol iota inh | PGK inhibitor | structure
1 | -1% | -6% | 4% | -22% | 15 | -4% | -6% | 38%[activator] | -6% | COc1ccc(N(C(=O)COc2ccc(F)cc2)S(=O)(=O)c2ccc(C)cc2)cc1
2 | 35% | -7% | -23% | 0% | -15 | -16% | 2% | 19% | -5% | O=C(NCCN1CCc2ccccc2C1)C1CCN(S(=O)(=O)N2CCCCC2)CC1
3 | 20% | 5% | 9% | -10% | -7 | 5% | -2% | -8% | i | CCOCCCNC(=O)C1CCN(C(=O)Nc2ccc(Cl)cc2)CC1
4 | 4% | -1% | -11% | -12% | -1 | 1% | 0% | -3% | -6% | O=C(CN(C(=O)CNC(=O)c1ccco1)c1ccc2c(c1)OCCO2)NC1CCCCC1
5 | / | 5% | / | 2% | 12 | -2% | / | 6% | 3% | O=C(NCCS(=O)(=O)N1CCCCCC1)c1ccccc1
6 | 1% | -1% | -7% | -21% | 9 | -7% | -1% | 106%[activator] | i | NCCSC1CC(=O)N(c2ccc(F)cc2)C1=O (stereo not given)
7 | -8% | -1% | 0% | -18% | -11 | 0% | 2% | 26% | i | CCCCC12CN3CCN(CC(C3)/C1=N\NC(=O)Nc1ccccc1)C2
8 | -1% | -4% | -7% | -9% | 0 | 1% | 0% | 13% | -3% | CCOC(=O)N1CCC(NC(=O)CSCc2nc(-c3cccc(OC)c3)oc2C)CC1
9 | / | -9% | / | -18% | 0 | -6% | / | 5% | i | O=C(Nc1ccc(N2CCN(C(=O)c3ccco3)CC2)cc1)c1cc(Br)ccc1Cl
10 | -20% | -1% | -12% | -9% | -10 | -3% | 0% | 8% | -8% | Cc1cc(C)n(C(=O)CNc2ccc(C)c(C)c2)n1
11 | 1% | -4% | -3% | 9% | -2 | 0% | 2% | 33%[activator] | 7% | O=C(O)Cn1c(=S)sc2ccccc21
12 | 7% | 11% | -5% | -9% | -16 | -16% | -8% | 40%[activator] | -7% | COc1ccc(-c2cn[nH]c2-c2ccc(OC)cc2O)cc1
13 | / | 9% | / | -17% | -2 | -3% | / | 22% | 1% | CCc1ccc(C(=O)NNC(=O)C2CSC3(C)CCC(=O)N23)cc1 (stereo not given)
14 | 26% | -1% | -8% | 0% | -9 | -7% | -3% | 29% | i[11.5 µM] | O=C(NC1CCCCC1)NC1CCN(C(=S)NCc2ccco2)CC1
15 | / | -9% | / | -10% | -18 | -1% | / | 7% | -3% | CC1CCC(NC(=O)COC(=O)c2ccco2)CC1 (stereo not given)

# 6 compounds from above, showing only Pol eta inh, Pol iota inh and POLB inh:
entry	smiles	Pol eta inh	Pol iota inh	POLB inh
6	NCCSC1CC(=O)N(c2ccc(F)cc2)C1=O (stereo not given)	-21%	106%[activator]	1%
7	CCCCC12CN3CCN(CC(C3)/C1=N\NC(=O)Nc1ccccc1)C2	-18%	26%	-8%
8	CCOC(=O)N1CCC(NC(=O)CSCc2nc(-c3cccc(OC)c3)oc2C)CC1	-9%	13%	-1%
9	O=C(Nc1ccc(N2CCN(C(=O)c3ccco3)CC2)cc1)c1cc(Br)ccc1Cl	-18%	5%	/
10	Cc1cc(C)n(C(=O)CNc2ccc(C)c(C)c2)n1	-9%	8%	-20%
11	O=C(O)Cn1c(=S)sc2ccccc21	9%	33%[activator]	1%

# Sorted by formula weight (falling): 3 of the compounds above
nr | POLB inh | APE1 inh | Apoferritin bind | Pol eta inh | RXFP1 antag | Pol kappa inh | BLM helicase inh | Pol iota inh | PGK inhibitor | structure
3 | 20% | 5% | 9% | -10% | -7 | 5% | -2% | -8% | i | CCOCCCNC(=O)C1CCN(C(=O)Nc2ccc(Cl)cc2)CC1
12 | 7% | 11% | -5% | -9% | -16 | -16% | -8% | 40%[activator] | -7% | COc1ccc(-c2cn[nH]c2-c2ccc(OC)cc2O)cc1
6 | 1% | -1% | -7% | -21% | 9 | -7% | -1% | 106%[activator] | i | NCCSC1CC(=O)N(c2ccc(F)cc2)C1=O (stereo not given)

# The listing continues.
nr | POLB inh | APE1 inh | Apoferritin bind | Pol eta inh | RXFP1 antag | Pol kappa inh | BLM helicase inh | Pol iota inh | PGK inhibitor | structure
16 | 26% | 3% | -3% | -13% | -1 | -4% | 1% | 1% | -2% | O=C(C1=NN[C@@H]2C(=O)N(c3ccccc3C(F)(F)F)C(=O)[C@H]12)c1ccc2ccccc2n1
17 | -4% | -3% | -10% | -10% | 17 | 24% | 6% | 3% | -13% | O=c1cc(-c2ccccc2)nc2n1Cc1ccccc1-2
18 | -2% | 6% | -4% | -10% | 3 | -1% | -1% | 11% | 1% | Cn1c(=S)n(C)c2ccccc21
19 | 45% | 15% | -1% | -6% | 1 | -12% | 0% | ? | i | C=C(C)C1CC=C(C)/C(=N/NC(=O)C2CC2c2ccccc2)C1 (stereo not given)
20 | / | -1% | / | -8% | / | -6% | / | 15% | 7% | CCOC(=O)[C@H]1[C@H]2COc3cc(OC)ccc3[C@@H]2N2C(=O)c3cc(C)ccc3NC(=O)[C@@]12C
21 | 13% | 12% | -15% | -6% | 6 | -18% | -6% | 13% | -9% | Cc1cc(C)c2c(CN3CCN(C)CC3)cc(=O)oc2c1
22 | 18% | -5% | -10% | -13% | 16 | -15% | -2% | 12% | 6% | O=C(c1cccc([N+](=O)[O-])c1)N1CCN(c2cccc(Cl)c2)CC1
23 | 50% | -3% | ? | -12% | -15 | -5% | 0% | 23% | -9% | Cc1[nH]n(-c2ccccc2)c(=S)c1C=Nc1cccc([N+](=O)[O-])c1
24 | ? | -1% | ? | -13% | -5 | -11% | -3% | -7% | -6% | Cc1ccc(CNS(=O)(=O)/C=C/c2ccc3c(c2)OCO3)cc1
25 | 0% | -6% | ? | -8% | -14 | -6% | -4% | ? | -4% | COc1cccc(/C=C/C(=O)c2ccc(NC3=NCCCS3)cc2)c1
26 | 3% | 0% | 124%[activator] | / | / | / | -9% | / | / | COc1ccc(F)cc1CN1CCN(c2cc(C)nc3c4c(C)cc(C)nc4nn23)CC1
27 | 4% | -12% | 222%[activator] | -4% | 15 | -4% | -4% | -15% | -2% | CCN(CC)C(=O)COc1ccc2c(c1)C(=O)CC(C)(C)O2
28 | / | 20% | / | -7% | 8 | -3% | / | 4% | i | Cc1ccc(C(=O)CCC(=O)NNC(=O)c2ccccc2O)cc1
29 | 2% | 3% | -22% | -1% | -32 | -4% | -6% | 0% | 4% | N#Cc1c(-n2cccc2C=O)sc2c1CCCC2
30 | / | 19% | / | 50µM* | -40 | -36% | / | ? | -6% | CC(OC(=O)c1ccc(NC(=O)CC#N)cc1)C(=O)NC(c1ccccc1)c1ccccc1 (stereo not given)

# Next compounds follow:
nr | POLB inh | APE1 inh | Apoferritin bind | Pol eta inh | RXFP1 antag | Pol kappa inh | BLM helicase inh | Pol iota inh | PGK inhibitor | structure
31 | -11% | -4% | ? | -7% | -8 | -10% | -1% | -9% | 1% | C=CCc1cccc(/C=N/NC(=O)C(C)Nc2cccc(C)c2)c1O (stereo not given)
32 | -26% | -10% | 108%[activator] | ? | -7 | -9% | -2% | ? | -9% | COc1ccc2c(c1)c(=O)oc1cc(OC(C(=O)O)c3ccccc3)ccc12 (stereo not given)
33 | -5% | 2% | -10% | -2% | 3 | -2% | -1% | 7% | -3% | COc1ccccc1NC(=O)c1c(Br)cnn1C
34 | -20% | -2% | -19% | -25% | -25 | -4% | -13% | -1% | -7% | COc1ccccc1NC(=O)C(C)N(C)Cc1ccc(Cl)s1 (stereo not given)
35 | 12% | 29% | 0% | -13% | 9 | -2% | -6% | 3% | -9% | O=C(CCc1nnc(CCc2c[nH]c3ccccc23)o1)NC1CCC1
36 | -2% | / | ? | -10% | / | -7%[60.1 µM] | -3% | 17% | -1% | O=C(Cn1nc(-c2ccc(Cl)cc2)ccc1=O)NCc1ccccc1Cl
37 | 9% | -7% | -16% | -21% | -7 | -2% | -6% | 6% | -3% | N/C(=N\OC(=O)Nc1ccc(Cl)cc1)c1ncc(C(F)(F)F)cc1Cl
38 | 2% | 0% | -12% | -19% | -13 | 5% | -6% | 13% | 0% | COc1ccc(NC(=O)CN(C)CC(=O)Nc2ccc3c(c2)CCC3)cc1
39 | / | 3% | / | -9% | -4 | 3% | / | 9% | -1% | CC(=O)N1CCN(C(=O)c2cccc(S(=O)(=O)Nc3c(C)n(C)n(-c4ccccc4)c3=O)c2)CC1
40 | 2% | 10% | -1% | -8% | 0 | -14% | 0% | 2% | -6% | CCCc1c(C)nc(N2CCN(c3ccc(F)cc3)CC2)[nH]c1=O
41 | 1% | / | 3% | 8% | -7 | -8%[60.1 µM] | -7% | 22% | -5% | CN(C(=O)c1ccc2c(c1)N(Cc1cccc(Cl)c1)C(=O)c1ccccc1S2(=O)=O)C1CCCCC1
42 | 20% | -4% | -7% | -3% | -3 | -7% | -1% | -10% | -3% | CCOC(=O)C1CCN(C(=O)Cc2c(C(=O)O)[nH]c3ccccc23)CC1
43 | 0% | 2% | -13% | -21% | -1 | -5%[60.1 µM] | 0% | 23% | -8% | O=C(CSc1ncnc2scc(-c3ccccc3)c12)NCc1ccc2c(c1)OCO2
44 | 4% | -5% | 6% | -26% | ? | -8% | 4% | 181%[activator] | -9% | Fc1ccccc1CNCCC(Cc1ccccc1)c1ccc2c(c1)OCO2 (stereo not given)
45 | 10% | -4% | -18% | -5% | / | -11% | -2% | -8% | 3% | Cc1cc(C)cc(C(=O)NC(CC(N)=O)c2ccc(NC3CCCCCCCCCCC3)c([N+](=O)[O-])c2)c1 (stereo not given)
46 | 7% | 9% | ? | -3% | -8 | -20% | -3% | 8% | -5% | Cc1noc(N)c1C(=O)Nc1ccc(C(C)(C)C)cc1
